NR2E3 ag-1 – activates human NR2E3 receptor. CHO-S Gal4-NCOR/VP16-NR2E3 two-hybrid, luciferase. 0.35% of 360,000 active. Q9Y5X4. inhibition of corepressor binding, % at 3.98 µM. AID 602229;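 active means inhibition above the mean of all tested compounds plus 3 SD, cut at about 70% in these data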;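 further: 0% = DMSO with NR2E3 transfected cells and 100% = cells lacking NR2E3 construct; higher means lower luciferase signal from less NR2E3 corepressor binding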
Target sequence (Q9Y5X4 whole entry, looked up, the tested form may be a part): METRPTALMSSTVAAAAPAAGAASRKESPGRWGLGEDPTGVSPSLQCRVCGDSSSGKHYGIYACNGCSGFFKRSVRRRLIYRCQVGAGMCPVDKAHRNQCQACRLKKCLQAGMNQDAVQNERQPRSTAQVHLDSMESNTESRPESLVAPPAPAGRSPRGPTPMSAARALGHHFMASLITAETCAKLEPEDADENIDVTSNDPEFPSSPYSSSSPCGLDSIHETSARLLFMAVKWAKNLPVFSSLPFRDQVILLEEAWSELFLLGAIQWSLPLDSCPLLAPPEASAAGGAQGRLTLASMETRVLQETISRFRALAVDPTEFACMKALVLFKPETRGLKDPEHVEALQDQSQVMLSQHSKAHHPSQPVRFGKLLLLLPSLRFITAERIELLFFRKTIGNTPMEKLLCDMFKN
HIF-2a inh – blocks HIF-2a reporter activity. 786-0 RCC cells HIF-2a reporter, luciferase luminescence, overnight. inhibition, % at 18.8 µM. 0.72% of 360,000 active. AID 624352;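 active means inhibition of the luminescence signal of 40% or more relative to plate controls, in a single-dose primary screen at 18.75 µM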
TWEAK Fn14 block – inhibitors of TWEAK-Fn14 interaction signaling; TWEAK-stimulated Fn14 reporter cells, luciferase luminescence, 8 h; inhibition, % at 10 µM; 2% of 360,000 active; AID 1159606; in the data active means inhibition above about 50%
Shn3 3UTR inh – inhibitors of Schnurri-3 3'UTR reporter in osteoblasts; 0.52% of 360,000 active; inhibition, % at 12.5 µM; Clone20 osteoblast Shn3 3'UTR firefly luciferase, 24 h;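 active means mean inhibition of at least 75% with every replicate also reaching 75%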;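 further: 0% = median of neutral control wells and 100% = pilot-screen positive control compound; some compounds past the cut are filed as inactive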
KKLEB tox – reduces viability of KKLEB cystic fibrosis airway cells. KKLEB CF airway cells viability, ATPlite luminescence, overnight; active compounds read low; cells stimulated with P. aeruginosa culture filtrate. activity change (cytotoxicity), % at 5 µM. 0.36% of 360,000 active;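 active means corrected activity change at or below -50% at 5 µM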
CF NFkB block – inhibitors of cystic fibrosis induced NF-kB. AID 588850. inhibition, % at 5 µM. KKLEB NF-kB-GFP reporter, PAF-induced, GFP fluorescence overnight. 0.86% of 360,000 active;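 active means at least 50% inhibition at 5 µM, scaled per plate between neutral and stimulator controls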;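 further: PAF is a Pseudomonas aeruginosa culture filtrate used as stimulus; plate controls were PAF-stimulated DMSO wells for no effect and unstimulated DMSO wells for full effect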
Peg3 promoter – reduces Peg3 promoter-driven luciferase expression in HeLa | 1.7% of 360,000 active | HeLa PEG-Prom luciferase reporter, luminescence, overnight | inhibition, % at 20 µM | AID 588405;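 active means inhibition of at least 50% at 20 µM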
NR2E3 ag-2 – activates human photoreceptor nuclear receptor NR2E3; Q9Y5X4; GST-NR2E3/biotin-RetCOR TR-FRET, 1536-well; inhibition of corepressor binding, % at 4.78 µM; 0.12% of 320,000 active; AID 2300;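 active means percent inhibition above the cutoff of mean plus 3 SD of all tested compounds, set per screening campaign, cut at about 20% in these data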;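 further: 0% = DMSO wells and 100% = biotin wells as full block of FRET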
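System: GST-tagged NR2E3 plus biotinylated RetCOR corepressor; Amount: 1.35 nM GST-tagged NR2E3 final; Dosing: single nominal compound dose of 4.8 µM; Schedule: 5 h incubation at 4 °C; Technique: TR-FRET with europium anti-GST and streptavidin-D2, 340 nm excitation; Controls: biotin wells as high control, 0.6% DMSO wells as low control.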
TRAIL sens C8 – sensitizes caspase-8 expressing cells to TRAIL; NB7+C8 cells + TRAIL, ATPlite viability luminescence; inhibition (viability loss, TRAIL sensitization), % at 10 µM; 1% of 360,000 active; AID 624354;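 active means compounds causing at least 50% loss of cell viability in the single-dose screen, relative to plate controls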
TROY signal inh – inhibitors of TROY-dependent NF-kB signaling; Q293 LMP1-TROYcd NF-kB luciferase reporter, 4 h; inhibition, % at 10 µM; 0.98% of 360,000 active;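 active means compounds whose plate-normalised and pattern-corrected inhibition of the luciferase reporter signal at the single screening dose is 50% or more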
MITF TRPM1 inh – reduces MITF-dependent TRPM1 promoter luciferase signal; SK-MEL-5 TRPM1 promoter luciferase, 24 h; inhibition, % at 12.5 µM; 0.83% of 330,000 active; AID 488899;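 active means mean inhibition across replicates of 60% or more, whatever share of single replicates reaches that level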; further: values of inactives mirror those of a sister screen read the other way
Numbers without * were called inactive; . = no result given. Some of the compounds tested (hit frequency here may not be typical).

molecule | KKLEB tox | NR2E3 ag-1 | NR2E3 ag-2 | Shn3 3UTR inh | TWEAK Fn14 block | MITF TRPM1 inh | Peg3 promoter | CF NFkB block | TROY signal inh | TRAIL sens C8 | HIF-2a inh
CC1CC(C)CN(C(=O)COC(=O)CCCN2C(=O)c3cccc4cccc(c34)C2=O)C1 (stereo not drawn) | 7 | -13 | 1 | 7 | -27 | 11 | -6 | -16 | -16 | -4 | 12
CN(C)S(=O)(=O)c1cccc(C(=O)c2nccn2C)c1 | 1 | 9 | 3 | -8 | 0 | -1 | 11 | -7 | 3 | -11 | 15
CCCS(=O)(=O)C(=C(Nc1ccccc1)Nc1ccccc1)S(=O)(=O)CCC | -7 | 7 | -1 | -3 | -3 | 7 | 21 | 13 | -3 | -1 | 9
COc1ccc(OC)c(NC(=O)CSc2nnc(CNC(=O)c3ccco3)o2)c1 | 16 | 6 | 0 | -8 | 0 | -1 | 18 | -22 | 5 | -15 | 19
O=S(=O)(Cc1cc(Sc2ccc(Cl)cc2)nc(-c2ccccc2)n1)c1ccccc1 | -11 | -24 | 3 | 27 | 28 | 15 | 10 | 1 | -8 | 11 | 5
COc1ccc(C(=O)NCc2cccs2)cc1S(=O)(=O)N1CCOCC1 | 3 | -30 | 3 | -4 | -21 | 8 | -6 | 4 | 8 | 12 | 3
COc1ccc(OC)c(NC(=O)c2cnc3n(c2=O)CCS3)c1 | 8 | -16 | 1 | 3 | 8 | -7 | -40 | -42 | -26 | 8 | -99
Cc1ccsc1C1NC(=O)c2c(sc3c2CCN(C)C3)N1 (stereo not drawn) | 17 | -21 | 1 | -52 | 11 | -39 | -50 | -33 | -6 | 3 | -104
NC(=O)C1CCN(S(=O)(=O)c2ccc3c(c2)OCCO3)CC1 | 12 | 1 | 5 | 26 | -5 | 10 | 11 | -10 | 9 | 2 | 8
O=C(O)CCc1ccc(-c2ccc(Br)cc2)n1-c1ccc(O)cc1 | 2 | 8 | . | -12 | 13 | 9 | 6 | -10 | -13 | -8 | -47
COc1ccc(N(C(=O)CCl)C(C)(C(=O)Nc2c(C)cccc2C)c2ccccn2)cc1 (stereo not drawn) | -11 | -6 | -1 | -11 | 4 | -20 | -5 | 11 | -13 | 11 | -2
COc1cc(C2C(C(=O)Nc3ccccc3OC)=C(C)Nc3ncnn32)ccc1O (stereo not drawn) | -8 | -36 | 3 | -16 | 15 | -3 | -6 | 40 | 3 | -4 | 11
CCCSc1ccc([C@H]2N[C@@](CC(C)C)(C(=O)OC)[C@H]3C(=O)N(C)C(=O)[C@@H]23)cc1 | -3 | -18 | 4 | -2 | -13 | -11 | 5 | 4 | -3 | 7 | 0
Cc1ccc(-c2nc3ccccc3[nH]2)cc1NC(=S)NC(=O)c1ccccc1Br | -4 | -9 | 1 | -2 | 67* | -11 | 7 | -3 | 36 | 16 | -217
Cc1ccccc1NC(=O)CSc1nc2ccc(Nc3nc(N4CCOCC4)nc(N4CCOCC4)n3)cc2s1 | -9 | -24 | . | 22 | 11 | 21 | 6 | 6 | 9 | 15 | 3

Of the compounds above, 2 contain bromine.
molecule | KKLEB tox | NR2E3 ag-1 | NR2E3 ag-2 | Shn3 3UTR inh | TWEAK Fn14 block | MITF TRPM1 inh | Peg3 promoter | CF NFkB block | TROY signal inh | TRAIL sens C8 | HIF-2a inh
O=C(O)CCc1ccc(-c2ccc(Br)cc2)n1-c1ccc(O)cc1 | 2 | 8 | . | -12 | 13 | 9 | 6 | -10 | -13 | -8 | -47
Cc1ccc(-c2nc3ccccc3[nH]2)cc1NC(=S)NC(=O)c1ccccc1Br | -4 | -9 | 1 | -2 | 67* | -11 | 7 | -3 | 36 | 16 | -217

Next part
molecule | KKLEB tox | NR2E3 ag-1 | NR2E3 ag-2 | Shn3 3UTR inh | TWEAK Fn14 block | MITF TRPM1 inh | Peg3 promoter | CF NFkB block | TROY signal inh | TRAIL sens C8 | HIF-2a inh
O=C(NC1CCCC1)C(c1ccc(Cl)cc1)N1CCc2ccccc21 (stereo not drawn) | -12 | 21 | 0 | 2 | -35 | 0 | 0 | 15 | 5 | 1 | -1
O=C(O)C1CCC(Cn2c(SCc3cc(=O)n4cc(Br)ccc4n3)nc3ccsc3c2=O)CC1 (stereo not drawn) | -2 | 2 | 6 | -5 | -24 | 5 | 17 | -10 | 18 | 8 | 22
Cc1cccc(NC(=O)c2ccc(Cn3cc(C(F)(F)F)ccc3=O)cc2)c1 | 10 | -1 | 3 | 26 | 11 | 13 | 35 | 1 | 3 | 19 | 18
O=C(C1=C[C@H](c2coc3ccccc3c2=O)C[C@H](OCCCCO)O1)N1CCN(Cc2ccccc2)CC1 | -7 | -19 | 1 | 23 | -15 | 5 | 8 | 0 | -27 | 16 | 3
Cc1ccc(OCC(=O)NNC(=O)c2cc(S(=O)(=O)N(C)C)ccc2N2CCCC2)cc1 | -6 | 12 | . | 3 | 11 | . | 5 | 8 | -8 | -2 | 14
Clc1ccc(C(c2nnnn2C2CCCC2)N2CCSCC2)cc1 (stereo not drawn) | 15 | -22 | -2 | -4 | 3 | -12 | 24 | 6 | -5 | 9 | 4
Cc1cc(C(=O)NCC(=O)OC(C)C(=O)N2CCOCC2)ccc1[N+](=O)[O-] (stereo not drawn) | -13 | -2 | 0 | -7 | 6 | -1 | 10 | 20 | 5 | 3 | 13
COc1ccc(NC(=O)c2c(F)cccc2F)cc1S(=O)(=O)Nc1ccc(Br)cc1 | 17 | -16 | 1 | -32 | 31 | 2 | 15 | -40 | -2 | 1 | 11
COc1ccc(OCC(=O)N2CCN(S(=O)(=O)c3ccccc3[N+](=O)[O-])CC2)cc1 | 1 | 9 | -2 | -9 | 11 | 5 | 21 | 6 | -21 | 0 | -1
C/C(=N\O)c1c(O)cc(-c2ccccc2)n(-c2ccccc2)c1=O | 7 | -17 | 1 | 2 | -1 | 6 | 11 | 4 | -17 | -1 | 23
CCOC(=O)C1CCCN(C(=O)c2cn(CC)c(=O)c3cc(OC)c(OC)cc23)C1 (stereo not drawn) | -1 | 6 | -4 | -15 | 7 | 6 | 15 | 2 | 2 | -1 | 18
CCOC(=O)Cc1csc(NC(=O)Cc2ccc([N+](=O)[O-])cc2)n1 | -1 | 2 | 2 | -6 | 5 | -11 | 20 | -17 | 11 | 4 | 11
c1ccc(OCc2nc3ccccc3[nH]2)cc1 | 0 | -107 | 0 | -51 | -23 | -65 | -236 | -3 | -77 | 14 | -210
Cc1cc(C)c(NS(=O)(=O)c2ccc(NC(=O)c3cccs3)cc2)c(C)c1 | -12 | 0 | 1 | 3 | 41 | -1 | 26 | -5 | 51* | 14 | 24
CCSc1nc2nn(-c3ccccc3)c(=O)c-2c2n1CCCCC2 | -6 | -9 | 2 | -3 | 0 | -17 | 9 | 19 | 16 | 1 | -8
CC(=O)Oc1ccc(N(C(C)=O)S(=O)(=O)c2ccc(C)cc2)c2ccccc12 | -21 | -25 | -2 | 16 | 13 | 22 | 4 | 38 | -2 | 2 | 2
Cn1nc(C(=O)Nc2nnc(C3CC3)s2)c2ccccc2c1=O | 2 | -13 | 1 | -8 | -5 | -3 | 6 | -4 | -1 | 4 | -2
CCOC(=O)C1CCN(C(=O)c2cccc(S(=O)(=O)N(CC)c3ccccc3)c2)CC1 | 12 | -26 | 4 | 24 | 10 | 0 | 5 | 2 | -20 | -11 | 5
CCc1ccccc1NC(=O)Cc1ccc(-n2cccc2)cc1 | 3 | -6 | 0 | -2 | 15 | 8 | 12 | -14 | 1 | -4 | 7
COc1ccc(/C=C(\C#N)C(=O)NCCc2ccccc2)cc1OCc1ccccc1 | -18 | -11 | 1 | -1 | 11 | -17 | -17 | 15 | -4 | 16 | 16
CCc1ccccc1NC(=O)CN(C)C(=O)COC(=O)c1ccccc1Cl | 5 | -40 | . | 1 | 1 | 6 | -1 | 2 | -24 | -13 | 10
OCC[C@@H]1C[C@H](O)[C@@H](O)[C@@]2(CCc3ccccc3O2)O1 | 0 | 4 | -3 | 14 | 1 | 22 | 16 | 1 | 3 | -2 | 13
COc1ccc(C(O)c2nc(-c3ccc(C)c(C)c3)cs2)cc1 (stereo not drawn) | -11 | 11 | . | 29 | -1 | . | -58 | 18 | -16 | -5 | -124
Cc1cc(C)n2cc(CSCC(=O)O)nc2n1 | 10 | -35 | 1 | -13 | 2 | 9 | 3 | 0 | 12 | -3 | 10
CC(C)Cc1nnc(NC(=O)CCC(=O)NCc2ccccc2Cl)s1 | -2 | -13 | -2 | 0 | 5 | 4 | 12 | -10 | 15 | 8 | 1
O=C(CN1C2CCC1CC(NC(=O)C1CC1)C2)NCc1ccccc1 (stereo not drawn) | -6 | -16 | 1 | 3 | -3 | 3 | 20 | 10 | 1 | -4 | 11
CC(C)[C@H](NS(=O)(=O)c1ccccc1F)C(=O)NC1CCCCC1 | 3 | 14 | . | -10 | 6 | -1 | 19 | 2 | 10 | -11 | 12
CCN(CC)C(=O)CSc1nc(O)c(Cc2ccccc2)c(=O)n1-c1ccc(C)cc1 | -2 | -2 | -1 | . | -12 | 8 | -4 | -4 | -16 | -1 | 7
CCOc1ccc(-n2c(SCC(=O)Nc3ccc4c(c3)OCO4)nc3c(c2=O)SCC3)cc1 | 10 | -14 | . | -3 | 1 | . | 4 | -9 | -4 | -16 | 4
Cc1ccc(NC(=O)c2ccc(CSc3nccc(C)n3)cc2)cc1 | 3 | -32 | 2 | 2 | 3 | -17 | -42 | -5 | -13 | 3 | -92
O=C(NC(=S)N1CCN(c2ccccc2)CC1)c1ccccc1 | 0 | 25 | 3 | 10 | -12 | 7 | -11 | 16 | -28 | -14 | -44
CC1(c2ccccc2)CC(c2ccccc2)=Nc2nonc2N1 (stereo not drawn) | 2 | 7 | -4 | 20 | 4 | 5 | -3 | -6 | 9 | -20 | 14
O=C1C(Cl)=C(NCC2CCCO2)C(=O)N1c1cccc(Cl)c1Cl (stereo not drawn) | -16 | -8 | -3 | -5 | -16 | -10 | -11 | -4 | 2 | 3 | 12
C[N+](C)(CC#N)C/C=C\c1ccccc1 | 11 | 1 | -1 | -11 | 0 | -15 | 5 | -6 | -1 | -4 | 21
CN(Cc1ccccc1)C(=O)COC(=O)CCC(=O)c1ccc(F)cc1 | -4 | -29 | . | -6 | 24 | -3 | -6 | 10 | -9 | -10 | 2
CCOc1ccc(N2CC(C(=O)NNC(=O)c3ccc(F)cc3)CC2=O)cc1 (stereo not drawn) | 0 | 12 | 3 | -9 | 17 | 11 | 2 | -11 | 1 | 1 | 7
Cc1ccc(S(=O)(=O)NCC2CCC(C(=O)NC3CCCCC3)CC2)cc1 (stereo not drawn) | 2 | -6 | 2 | 2 | -2 | -12 | 6 | 5 | 7 | -8 | -10

Bioassay records as filed in PubChem.
